# HEK293 tox = cytotoxicity in counter-screen for GLP-1R inverse agonists; 410,000 tested, 0.13% active; HEK293 cAMP-luciferase reporter cells, luminescence, 24 h; AID 624418; Potency, µM (top dose mostly 38.3 µM), without a hit: at the top dose activity change, negative = inhibition, hits mostly inhibitors;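 also: loss of luciferase light is scored as toxicity; % is scaled to controls: 0 for no effect and ±100 for the full control effect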
#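 Step one: seed cells (200 cells/uL, DMEM with 10% Nu serum, 1% pen-strep). Step two: 12-hour incubation at 37 deg C. Step three: pin 23 nL compound, incubate 24 hr. Step four: add luciferase reagent, read luminescence 12 min later.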
# TDP-43 yeast inh = rescues yeast growth from TDP-43 toxicity | TDP-43 expressing yeast growth rescue, BacTiter-Glo, 24 h | Potency, µM (highest dose often 46.1 µM), for inactives: top-dose growth rescue (activation), hits mostly activators | 410,000 tested, 1.8% active; also: % of control where 0% means no effect; nearly all actives have a fitted effect of over 50% in size
#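 Readout is BacTiter-Glo luminescence of cell growth, so inhibitors register as activators. TDP-43-expressing yeast at OD600=0.02 in galactose medium, after raffinose pregrowth to mid-log, were incubated with compound for 24 hr at 30 deg C.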
# GLP-1R agonist = agonists of human GLP-1 receptor; HEK293 GLP-1R CRE-luciferase, luminescence, 4-6 h; cells express a hypersensitive GLP-1R form; Potency, µM (top dose mostly 45.6 µM), inactives show at the highest dose activation, usual class: activators; 380,000 tested, 0.007% active; AID 624172; also: % of control where 0% means no effect
# Target sequence (P43220 whole entry, looked up): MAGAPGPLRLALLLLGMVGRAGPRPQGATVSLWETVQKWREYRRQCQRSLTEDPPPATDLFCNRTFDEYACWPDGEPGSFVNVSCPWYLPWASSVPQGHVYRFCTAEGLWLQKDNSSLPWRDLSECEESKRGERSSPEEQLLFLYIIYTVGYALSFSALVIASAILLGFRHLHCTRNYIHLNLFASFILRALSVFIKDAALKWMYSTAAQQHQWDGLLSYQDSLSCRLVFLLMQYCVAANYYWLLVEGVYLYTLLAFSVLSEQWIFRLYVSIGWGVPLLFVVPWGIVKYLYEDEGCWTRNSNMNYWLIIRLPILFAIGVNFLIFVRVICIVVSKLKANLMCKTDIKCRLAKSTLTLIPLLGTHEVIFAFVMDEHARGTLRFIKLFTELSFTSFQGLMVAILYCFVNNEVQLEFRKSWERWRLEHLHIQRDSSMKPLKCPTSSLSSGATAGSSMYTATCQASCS
# SW480 rerep = induces DNA re-replication in SW480 colon adenocarcinoma cells. 340,000 tested, 1.8% active. Potency, µM (titrated, usually from 46.1 µM), for the others: at the highest dose re-replication activation, most hits filed as activators. SW480 DNA re-replication, Hoechst DNA content imaging, 48 h; also: % of control where 0% means no effect; nearly all actives have a fitted effect of over 55% in size
#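 Readout is total intensity of Hoechst-stained nuclei, excited at 405 nm and collected at 500-530 nm. Compound treatment lasted 48 hr at 37 C in 5% CO2 before staining.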
# GLP-1R inv ag = GLP-1 receptor (human) inverse agonism. Potency, µM (highest dose often 38.3 µM), inactives show at the top dose activity change, negative = inhibition, most hits filed as inhibitors. HEK293 GLP-1R CRE-luciferase, luminescence, 24 h; GLP-1R form is constitutively active. P43220. 410,000 tested, 1.6% active. AID 624417; also: % is scaled to controls: 0 for no effect and ±100 for the full control effect; nearly all actives have a fitted effect of over 55% in size
#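 GLP-1R inverse agonism mode: basal reporter luminescence in engineered HEK293 cells measured after one day of compound exposure at 37 deg C, with a 12 min room-temperature detection step.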
# KB-V1 MDR tox = kills drug-selected multidrug resistant KB-V1 cells; KB-V1 MDR cells viability, CellTiter-Glo, 72 h; Potency, µM (top dose mostly 46.1 µM), for the others: top-dose activity change, negative = cytotoxicity, usual class: cytotoxic; 400,000 tested, 3.4% active; also: % is scaled to controls: 0 for no effect and ±100 for the full control effect; nearly all actives have a fitted effect of over 60% in size
#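 Potencies derive from concentration-effect curves fitted to normalized luminescence (CellTiter-Glo) of KB-V1 cells treated for 72 h at 37 degrees C in phenol-red-free DMEM containing 10% FBS.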
# HT1080 IDH1KD tx = kills HT-1080 cells with IDH1 knockdown. HT-1080 IDH1 knockdown viability, ATP luminescence, 48 h. Potency, µM (titrated, usually from 46.1 µM), for the others: top-dose activity, negative = toxicity, usual class: cytotoxic. 360,000 tested, 2% active;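 also: 0% = DMSO wells and -100% = cell-free medium wells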
#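 Cytotoxicity counter-line: IDH1KD HT-1080, 48 h, CellTiter-Glo. Curves classed by r2, magnitude and activity.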
# KB-3-1 tox = KB-3-1 parental cell cytotoxicity; KB-3-1 viability, CellTiter-Glo ATP luminescence, 72 h; Potency, µM (series often up to 46.1 µM), without a hit: at the top dose activity change, negative = cytotoxic, actives largely listed as cytotoxic; 400,000 tested, 1.4% active; AID 1347075; also: % is scaled to controls: 0 for no effect and ±100 for the full control effect; nearly all actives have a fitted effect of over 60% in size
#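 Luminescent ATP read-out (CellTiter-Glo) measures survival of drug-naive KB-3-1 cells after 72 h compound exposure at 37 °C. Titration series was screened from lowest to highest concentration, with DMSO vehicle plates as background controls.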
# HT1080NT lethal = kills 2HG-producing HT-1080-NT fibrosarcoma cells; HT-1080-NT fibrosarcoma viability, CellTiter-Glo ATP luminescence, 48 h; Potency, µM (series often up to 46.1 µM), without a hit: at the top dose activity, negative = less viability, hits mostly cytotoxic; 360,000 tested, 1.6% active; AID 686970;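 also: NT is the 2HG producing partner of a matched IDH1 knockdown line; 0% = DMSO-treated cells and -100% = media-only wells without cells; nearly all actives have a fitted effect of over 55% in size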
#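 Luminescent CellTiter-Glo readout after 48 hours of compound exposure at 37 degrees C defined viability of HT-1080-NT cells. Activity was normalized to DMSO wells and cell-free media wells; concentration-response curves were fitted and assigned curve classes.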
# * = called active by the depositor; ? = inconclusive; . = not tested or not shown; [ ] = remark or other dose. Calls follow the shape of the dose curve; as a rule, active = well fitted curve in the direction sought with a large enough effect; inconclusive = small, poorly fitted or top-dose-only effect, or another doubt; inactive = no such curve, though single readings can be large; an effect the other way counts as inactive or inconclusive. Potency is read from the fitted curve at half-maximal effect.
compound	HEK293 tox	TDP-43 yeast inh	GLP-1R agonist	SW480 rerep	GLP-1R inv ag	KB-V1 MDR tox	HT1080 IDH1KD tx	KB-3-1 tox	HT1080NT lethal
Cc1cccc(C(=O)NC2CC3CCCC(C2)N3C(=O)NC2CCCCC2)c1 (stereo not given)	10%	0%	-17%	0%	6%	-9%	20%	-11%	3%
CSCC[C@H](NC(=O)c1cc2c([nH]c3ccccc32)c(-c2ccccc2)n1)C(=O)O	4%	4%	1%	23µM*	-26%	19%	-19%	15%	-4%
Cc1ccc(/C=C/C(=O)NCc2ccc3c(c2)OCO3)o1	-19%	22%	4%	-1%	9%	20%	-7%	2%	2%
Cc1nc(-c2ccccc2)sc1C(=O)CSc1ccccc1	-2%	23%	11%	?	?	0%	1%	10%	-5%
C=CCn1cc(C(=O)NCCCN(CC)CC)c(=O)c2cc(S(=O)(=O)N3CCC(C)CC3)ccc21	-22%	-2%	1%	2%	?	?	-8%	19%	-2%
O=C(OCCNc1nc(-c2ccccc2)nc2ccccc12)c1cccnc1	0%	4%	6%	-17%	-27%	?	-3%	0%	-10%
CCOc1ccc2nc(/N=C/c3nc(-c4ccc(Br)cc4)oc3O)sc2c1	14%	-9%	3%	.	12%	-3%	15%	29%	13%
O=C(COC(=O)c1ccc(S(=O)(=O)N2CCCCC2)cc1)Nc1ccccc1Cl	6%	5%	5%	-2%	-2%	18%	-1%	3%	-2%
Clc1cccc(Cc2ccc(Cl)nn2)c1	0%[7.66 µM]	15%[9.22 µM]	7%	0%	-11%[7.66 µM]	7%	7%	2%	-1%
CCCCNc1c(-c2ccc(OC)c(Sc3ccc(OC)cc3)c2)nc2ccc(Cl)cn12	7%	18µM*	24%	23%	?	-17%	-10%	-1%	?
COc1ccc(-n2c(-c3ccco3)nc3c(cnn3-c3ccc(Cl)cc3)c2=O)cc1	15%	-5%	1%	.	6%	-14%	.	?	.
CCn1cc([N+](=O)[O-])c(C(=O)Nc2ccc(Cn3nc(C)cc3C)cc2)n1	-2%	3%	-8%	-5%	0%	6%	-9%	-2%	-2%
CCNc1nc(NCC)n2c(SCC(=O)Nc3cc(Cl)ccc3OC)nnc2n1	-1%	18%	-4%	0%	0%	48%	-1%	6%	6%
CC(OC(=O)c1cc(O)c2ccccc2c1O)C(=O)Nc1ccc(C(N)=O)cc1 (stereo not given)	1%	-45%[inhibitor]	15%	14%	47%[activator]	-2%	?	-6%	16µM*
On1c(-c2ccccc2Cl)nc2ccccc21	20%	-31%	3%	2%	10%	4%	-10%	-4%	0%
CCOC(=O)C1CCCN(C(=O)CCCn2nnnc2CN2CCOCC2)C1 (stereo not given)	-5%	6%	-6%	11%	-29%	21%	18%	7%	13%
COc1ccc(OC)c(NC(=O)COC(=O)CCc2nc3ccccc3c(=O)[nH]2)c1	-2%	9%	-7%	-3%	-1%	?	0%	0%	-5%
Cc1cccc(N2CCN(S(=O)(=O)c3c(C)[nH]c(C)c3C(=O)N3CCCC3)CC2C)c1 (stereo not given)	-8%	7%	-3%	-11%	-22%	1%	1%	7%	-2%
CSCCC(NS(=O)(=O)c1ccccc1)C(=O)OC(C)C(=O)Nc1ccc(Cl)cn1 (stereo not given)	2%	-3%	2%	-14%	-9%	?	-4%	15%	6%
CCOC(=O)COc1coc(CN2CCN(c3ccc(F)cc3)CC2)cc1=O	1%	6%	-4%	3%	3%	14%	10%	?	6%
COCC(=O)N(Cc1ccccc1)c1ccccn1	-12%	?	-6%	-1%	0%	-14%	6%	1%	18%
Cc1ccc(NC(=O)CCN2C(=O)c3ccccc3S2(=O)=O)cc1F	0%	-1%	-2%	-4%	17%	26%	-2%	-3%	2%
CN(c1ccccc1C(=O)O)S(=O)(=O)c1ccc2c3c(cccc13)C(=O)N2	-3%	7%	-13%	-1%[9.22 µM]	4%	25%	10%	10%	18%
COc1cc(-c2cc(C(=O)OCC(=O)Nc3ccc4c(c3)OCO4)c3ccccc3n2)cc(OC)c1OC	10%	8%	-4%	9%	7%	-2%	26%	8%	14%
CC(C)CN1C=C2C(=O)C(C)(OC(=O)CCc3ccccc3)C(=O)C=C2C=C1c1ccc(C#N)cc1 (stereo not given)	2%	-21%	-3%	0%	?	3%	3%	-14%	-1%
COc1ccc(C(=O)Nc2nc3nccc(-c4ccccc4)n3n2)cc1	10%	-14%	0%	-1%	0%	-17%	7%	11%	7%
Oc1ccc(Cl)cc1C=Nc1ccc(Br)cc1	-5%	-15%	-7%	1%	-26%	?	-29%	-1%	?
Cc1cccc(OCc2nc3ccccc3c(=O)n2N)c1	12%	8%	16%	-5%	25%	0%	18%	-30%	5%
CCc1ccccc1NC(=O)CSc1nnc(-c2cc(C)[nH]n2)n1N	-7%	-15%	4%	0%	9%	?	7%	15%	3%
O=S(=O)(Nc1cccc(-c2ccc(N3CCCCCC3)nn2)c1)c1ccc(C(F)(F)F)cc1	-7%	-12%	3%	1%	?	2%	-4%	-6%	-26%

# Further records:
compound	HEK293 tox	TDP-43 yeast inh	GLP-1R agonist	SW480 rerep	GLP-1R inv ag	KB-V1 MDR tox	HT1080 IDH1KD tx	KB-3-1 tox	HT1080NT lethal
CCN(CC)C(=O)CSc1nc(-c2cccs2)cc(-c2cccs2)c1C#N	-5%	?	-2%	0%	?	18µM*	-3%	-1%	-2%
O=C(NCC(=O)N(Cc1ccccc1)C(C(=O)NC1CCCCC1)c1ccco1)c1ccco1 (stereo not given)	-23%	-2%	0%	20%	?	-27%	23%	11%	12%
Cc1ccc2cccc(OC(=O)c3ccc4c(c3)OCCO4)c2n1	-21%	25%	-3%	?	-6%	21%	5%	3%	5%
O=C(Nc1ccc(F)cc1)Nc1nnc([C@H]2C[C@H](O)[C@@H](CO)O2)s1	3%	0%	0%	.	10%	3%	-1%	0%	23%
COc1ccc(OC)c(Cc2nnc(CCC(=O)N3CCC(N4CCCCC4)CC3)o2)c1	-4%	-32%[inhibitor]	10%	-8%	-13%	-5%	15%	-2%	6%
COc1cc(N)c(Cl)cc1C(=O)OCC(=O)NCC1CCCCC1	-10%	5%	16%	0%	?	-16%	-15%	10%	-1%
CCCC/S(C)=N/S(=O)(=O)c1ccc(C)cc1 (stereo not given)	4%	8%	0%	-8%	14%	4%	8%	2%	13%
O=C(Nc1ccc(Br)cc1)c1cccc(N2C(=O)CCC2=O)c1	5%	-11%	0%	-11%	13%	.	-8%	.	-8%
COCCn1c(C)cc(C(=O)COC(=O)c2cccc(O)c2)c1C	0%	2%	-8%	23%	0.89µM*	0%	-1%	1%	-2%
CC(=O)c1c(C)[nH]c(C(=O)Nc2cccc(S(=O)(=O)N(C)C)c2)c1C	-10%	-22%	14%	3%	61%[activator]	0%	-4%	0%	0%
Cc1cc(NCCCN2CCOCC2)n2c(nc3ccccc32)c1C#N	117%[activator]	2%	-5%	?	17%	12%	-7%	6%	-16%
COc1ccc(C(=O)NC(CO)c2nnc(SCc3ccc(Cl)c(Cl)c3)n2C)cc1 (stereo not given)	2%	-11%	0%	7%	?	-28%	-17%	-3%	-22%
CSc1nnc(-c2ccc(NC(=O)CCc3ccccc3)cc2)n1C	10%	17%	0%	-7%	4%	-24%	-4%	-3%	-4%
C=CCn1c(=N)n(CC(O)c2ccco2)c2ccccc21 (stereo not given)	16%	-1%	11%	2%[9.22 µM]	-23%	8%	-5%	-8%	-3%
CN(c1ccccc1)S(=O)(=O)c1ccc(NC(=O)c2ccc(F)cc2)cc1	-13%	29%	15%	9%	?	-8%	-19%	4%	-10%
COc1cc(O)c(C(CCN2CCCC2)c2ccc(N(C)C)cc2)c(OC)c1 (stereo not given)	3%	-3%	6%	10%[9.22 µM]	-12%	-1%	-15%	0%	3%
CCOC(=O)C(CCC(C)=O)C(=O)c1ccccc1 (stereo not given)	2%	0%	5%	-50%[inhibitor]	-14%	-12%	6%	3%	13%
COc1ccc(CNC(=O)CN(Cc2ccc(OC)cc2)C(=O)CCC(=O)Nc2ccccn2)cc1	-6%	-24%	5%	-3%	-19%	0%	-10%	15%	2%
Cn1ccnc1SCC(=O)c1ccc(OC(F)F)cc1	-10%	-17%	16%	4%	19%	-26%	1%	4%	15%
Cc1cc(C(=O)Nc2ccccc2N2CCOCC2)c2ccccc2n1	0%	1%	9%	-22%	29%	-7%	-6%	-4%	-3%
CN1C(=O)/C(=C\c2cccc(OCc3ccccc3)c2)SC1=S	1%	4%	-3%	-13%	0%	?	3%	8%	7%
CN1C(=O)C(CC(=O)NC2CCCCC2)SC1=Nc1ccccc1 (stereo not given)	2%	5%	8%	?	-5%	-13%	0%	4%	7%
O=C(O)C1CCN(C(=O)c2cc(F)cc3c2OCOC3)CC1	0%	-22%	4%	-6%	9%	14%	10%	5%	12%
COc1ccc(NC(=O)C(c2ccc(OC)cc2)N(C)C(=O)c2cnccn2)cc1 (stereo not given)	-14%	7%	1%	-5%	1%	3%	11%	5%	?

# Some of the entries above in another layout:
canonical_smiles: CCNc1nc(NCC)n2c(SCC(=O)Nc3cc(Cl)ccc3OC)nnc2n1
  HEK293 tox = -1%	TDP-43 yeast inh = 18%	GLP-1R agonist = -4%	SW480 rerep = 0%	GLP-1R inv ag = 0%	KB-V1 MDR tox = 48%	HT1080 IDH1KD tx = -1%	KB-3-1 tox = 6%	HT1080NT lethal = 6%
canonical_smiles: Cc1cc(NCCCN2CCOCC2)n2c(nc3ccccc32)c1C#N
  HEK293 tox = 117%[activator]	TDP-43 yeast inh = 2%	GLP-1R agonist = -5%	SW480 rerep = ?	GLP-1R inv ag = 17%	KB-V1 MDR tox = 12%	HT1080 IDH1KD tx = -7%	KB-3-1 tox = 6%	HT1080NT lethal = -16%
canonical_smiles: CN(c1ccccc1)S(=O)(=O)c1ccc(NC(=O)c2ccc(F)cc2)cc1
  HEK293 tox = -13%	TDP-43 yeast inh = 29%	GLP-1R agonist = 15%	SW480 rerep = 9%	GLP-1R inv ag = ?	KB-V1 MDR tox = -8%	HT1080 IDH1KD tx = -19%	KB-3-1 tox = 4%	HT1080NT lethal = -10%

# High-throughput results (PubChem)

# Not a hit list, and some 9.4% of all compounds hit somewhere here.
